GAA glycogen mod: qHTS Assay for Inhibitors and Activators of Human alpha-Glucosidase Cleavage of Glycogen; Potency, µM (titrated, usually from 76.4 µM), inactives show top-dose activity change, negative = inhibition, usual class: inhibitors; AID 2100, 2009; recombinant GAA, glycogen substrate, Amplex Red glucose oxidase fluorescence; actives 0.38% (n = 300,000);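 note: 0% = full enzyme reaction and -100% = no-enzyme basal signal; the screen sought inhibitors and activators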
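Recombinant enzyme (4 nM final) with compounds titrated up to 77 uM and bovine liver glycogen (30 ug) in citrate pH 5.0, 0.01% Tween-20, 37 C 40 min. Released glucose detected by Amplex Red/glucose oxidase (Ex 573/Em 610); AC50 from Hill fits.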
Tau fibril FP: qHTS for Inhibitors of Tau Fibril Formation, Fluorescence Polarization; K18 P301L tau heparin fibrillization, Alexa594 FP, 6 h; Microtubule-associated protein tau (Homo sapiens), P10636; actives 0.39% (n = 280,000); AID 1468, 2008; Potency, µM (series often up to 57.7 µM), for the others: at the top dose activity, negative = inhibition, usual class: inhibitors; note: % is set by controls: 0 for no effect and ±100 for the full control effect; nearly all actives have a fitted effect of over 55% in size
Target sequence (P10636 561-689 P618L limits assumed): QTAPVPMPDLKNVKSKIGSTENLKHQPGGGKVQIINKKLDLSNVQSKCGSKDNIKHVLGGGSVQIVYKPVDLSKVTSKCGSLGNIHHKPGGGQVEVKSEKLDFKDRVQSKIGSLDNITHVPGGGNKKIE
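K18 P301L tau (15 uM unlabeled/0.24 uM Alexa 594-labeled, final) + compound + heparin 20 uM final; 100 mM NaOAc pH 7; 6 hr 37 C; ThT 30 uM final added, 1 hr RT; FP ex 555/em 632 nm.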
Tau ThT inhib: qHTS for Inhibitors of Tau Fibril Formation, Thioflavin T Binding | Microtubule-associated protein tau (Homo sapiens), P10636 | recombinant tau K18 P301L, heparin-induced fibrillization, ThT fluorescence | Potency, µM (series often up to 57.4 µM), for inactives: top-dose activity, negative = inhibition, actives largely listed as inhibitors | actives 2.1% (n = 270,000); note: % is set by controls: 0 for no effect and ±100 for the full control effect; nearly all actives have a fitted effect of over 55% in size
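In this qHTS, human K18 P301L tau is incubated with compound and heparin for 6 hr at 37 C, and Thioflavin T fluorescence then reports fibril load.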
GLA spleen mod: qHTS Assay for Inhibitors and Activators of Human alpha-Galactosidase From Spleen Homogenate. actives 0.008% (n = 240,000). Potency, µM (doses to about 80 µM), inactives show top-dose activity change, negative = inhibition, actives largely listed as inhibitors. human spleen homogenate, 4MU-alpha-Gal fluorescence, 40 min. Alpha-galactosidase A (Homo sapiens), P06280;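 note: 0% = enzyme with vehicle and -100% = no enzyme basal signal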
Target sequence (P06280 32-429 limits assumed): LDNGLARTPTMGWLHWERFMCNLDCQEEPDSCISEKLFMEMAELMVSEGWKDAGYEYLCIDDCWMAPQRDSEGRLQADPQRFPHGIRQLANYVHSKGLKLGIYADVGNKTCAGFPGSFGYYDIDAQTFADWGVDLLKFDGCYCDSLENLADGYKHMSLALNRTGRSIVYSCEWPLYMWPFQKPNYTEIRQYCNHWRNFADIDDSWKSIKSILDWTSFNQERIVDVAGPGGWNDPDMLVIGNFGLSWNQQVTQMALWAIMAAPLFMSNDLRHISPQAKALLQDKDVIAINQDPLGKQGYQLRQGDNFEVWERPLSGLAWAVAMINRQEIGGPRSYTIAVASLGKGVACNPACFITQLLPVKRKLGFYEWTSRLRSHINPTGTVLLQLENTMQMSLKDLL
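Human spleen homogenate (1 ug) as enzyme source, 4-methylumbelliferyl-alpha-D-galactopyranoside 1 mM final, citrate/phosphate pH 5.0 with 0.01% Tween-20. Compounds 40 min at 37C, NaOH/glycine stop; fluorescence Ex 365/Em 440, Hill-fit AC50.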
GAA spleen mod: qHTS Assay for Inhibitors and Activators of Human alpha-Glucosidase From Spleen Homogenate | human spleen homogenate, 4-MU-alpha-glucoside fluorescence | Potency, µM (series often up to 79.9 µM), for the others: at the highest dose activity change, negative = inhibition, usual class: inhibitors | actives 0.006% (n = 240,000) | AID 2112, 2009;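 note: 0% = enzyme with vehicle and -100% = no enzyme basal signal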
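Enzyme source: human spleen homogenate, 1 ug/well. Buffer 50 mM citric acid/K phosphate pH 5.0, 0.01% Tween-20. 4-MU-alpha-glucoside 1 mM; 37 C x 40 min; NaOH/glycine stop; fluorescence.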
HTT cytoprotect: qHTS Multiplex Assay to Identify Dual Action Probes in a Cell Model of Huntington: Cytoprotection (ATP) | PC12 HTT-Q103 induced, cytoprotection, ATP luminescence, 40 h | Potency, µM (top dose mostly 56.4 µM), for the others: cytoprotection (ATP increase), hits mostly activators | actives 0.14% (n = 230,000);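 note: % of control where 0% means no effect; nearly all actives have a fitted effect of over 45% in size; toxic huntingtin expression switched on by the ecdysone agonist tebufenozide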
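Huntington model: PC12 line, ecdysone-inducible HTTQ103 exon1–GFP, tebufenozide 100 nM. Test articles in a dose series. Endpoint luminescence from cellular ATP.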
Tau fluor counter: Counterscreen qHTS for Inhibitors of Tau Fibril Formation, Fluorescence Polarization | AID 1463, 2008 | actives 0.93% (n = 280,000) | tau K18 P301L (four-repeat tau fragment) Alexa594 fluorescence, heparin fibrillization | Potency, µM (highest dose often 57.7 µM), for the others: at the highest dose activity change, negative = decrease; note: % is set by controls: 0 for no effect and ±100 for the full control effect; nearly all actives have a fitted effect of over 55% in size
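Human K18 P301L tau (15 uM unlabeled plus 0.24 uM Alexa 594-labeled, final) in 100 mM sodium acetate pH 7 was mixed with compound and 20 uM heparin and incubated 6 hr at 37 C.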
GAA inh: qHTS Assay for Inhibitors of Human alpha-Glucosidase as a Potential Chaperone Treatment of Pompe Disease. AID 1466, 2008. Potency, µM (highest dose often 76.9 µM), for the others: at the top dose activity change, negative = inhibition, actives largely listed as inhibitors. purified human GAA, 4-MU-alpha-glucoside fluorescence. Lysosomal alpha-glucosidase (Homo sapiens), P10253. actives 0.005% (n = 200,000);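 note: plate controls were uninhibited enzyme wells for no effect and no-enzyme background for full effect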
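Activity normalized between no-enzyme (basal) and enzyme-only wells. Conditions: 4 nM human enzyme, 400 uM fluorogenic substrate, citrate/phosphate pH 5.0 with Tween-20, 20 min room temperature, compounds up to 77 uM.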
* = called active by the depositor; ? = inconclusive; nt = not tested or not shown; [ ] = remark or other dose. Calls come from the whole dose curve; as a rule, active = well fitted curve in the direction sought with a large enough effect; inconclusive = small, poorly fitted or top-dose-only effect, or another doubt; inactive = no such curve, though single readings can be large; an effect the other way counts as inactive or inconclusive. Potency is the fitted concentration of half-maximal effect.

Below each SMILES: GLA spleen mod	HTT cytoprotect	Tau fluor counter	Tau ThT inhib	Tau fibril FP	GAA spleen mod	GAA inh	GAA glycogen mod
[1] CCOc1ccc(-n2c(SCC(=O)Nc3ccc(CC)cc3)nc3n[nH]c(C)c3c2=N)cc1
  11%	-86%[inhibitor]	-20%	-2%	-6%	12%	-2%	-3%
[2] CCn1cc(C(=O)NCCc2ccc(Cl)cc2)c(=O)c2cc(S(=O)(=O)N3CCc4ccccc4C3)ccc21
  nt	nt	-25%	-7%	-9%	nt	nt	10%[76.3 µM]
[3] Cc1cc(NS(=O)(=O)c2ccc(NC(=O)c3cc4ccccc4o3)cc2)nc(C)n1
  -7%	-8%	-5%	-5%	-1%	-3%	2%	7%
[4] CN1CCN(Cc2nc(Cc3ccccc3)no2)CC1c1ccccc1 (configuration not stated)
  -1%	10%[10 µM]	7%	0%	-5%	-3%	nt	4%
[5] Cc1cccc(C)c1NC(=S)N1CCCN(Cc2ccc(F)cc2)C1
  -2%	-45%	-21%	-14%	-4%	1%	-6%	-6%
[6] Cc1cc(Oc2ccc(-c3ccccc3)cc2)n2ncnc2n1
  -5%	31%	-2%	-13%	-3%	0%	0%	1%
[7] O=C(NCCO)c1c(O)c2cccc3c2n(c1=O)CC3
  19%	-3%	-7%	-9%	0%	-7%	-7%	-3%
[8] COc1ccc([N+](=O)[O-])cc1N(CC(=O)NC1CCCC1)S(C)(=O)=O
  -10%	8%	-7%	-7%	6%	0%	-7%	9%
[9] CCNc1nc(NC(C)C)nc(OCCNS(=O)(=O)c2cc(C)ccc2C)n1
  -13%	-4%[10 µM]	-4%	-1%	3%	-3%	-1%	-7%
[10] COc1ccc(C(=O)c2cc([N+](=O)[O-])ccc2N2CCCC2)cc1
  -3%	-19%[10 µM]	?	?	-1%	-4%	0%	5%
[11] COc1ccccc1N(CC(O)Cn1ccnc1C)S(=O)(=O)c1ccc(C)cc1 (configuration not stated)
  -6%	8%[10 µM]	-9%	-11%	-1%	-2%	?	10%
[12] O=C1CN(CC(=O)NC(=O)NCc2ccccc2)CCN1
  -26%	-5%[10 µM]	8%	4%	4%	-15%	3%	0%
[13] CCOc1ncccc1C(=O)Nc1nc(SC)ns1
  3%	-39%[inhibitor]	-17%	-14%	-8%	-1%	6%	2%
[14] O=C(CN1CCN(Cc2ccccc2)CC1)NC(=O)NC1CCCCC1
  -13%	6%[10 µM]	1%	-5%	0%	-12%	-6%	7%
[15] Cc1cccc(-c2nc3c(c(=O)c4ccccc4n3C)c(=O)n2-c2ccccc2)c1
  6%	-11%[10 µM]	8%	3%	-3%	-4%	nt	2%
[16] Cc1cc2nc(-c3ccco3)cc(C(F)(F)F)n2n1
  -6%	3%[10 µM]	2%	3%	-4%	-11%	1%	-1%
[17] COC(=O)N/N=C/c1ccc([N+](=O)[O-])o1
  -6%	24%[10 µM]	-2%	-3%	-1%	-9%	-15%	1%
[18] CCn1c(CCCc2ccc(OC)c(C)c2)n[nH]c1=S
  -2%	?	1%	-16%	12%	-2%	-5%	?
[19] Cc1ccc(CCNC(=O)CCCn2c(=O)c3ccccc3n(CC(=O)Nc3cc(Cl)ccc3C)c2=O)cc1
  nt	nt	-20%	3%	?	nt	nt	-4%[76.3 µM]
[20] COC(=O)/C=C1\N/C(=N\c2nc(C)cc(C)n2)N(c2ccc(C)cc2)C1=O
  7%	16%[10 µM]	8%	-3%	1%	-1%	-1%	3%
[21] CSc1nc(SCC(=O)NCC2CCCO2)c2c3c(sc2n1)CN(C)CC3 (configuration not stated)
  3%	16%[10 µM]	-15%	nt	-11%	-9%	nt	14%
[22] O=C(O)CCc1ccc(-c2ccc(Cl)cc2)n1Cc1ccco1
  7%	0%[0.074 µM]	-11%	?	-3%	-22%	-2%	5%
[23] CCOc1cc(C2c3c(oc4ccccc4c3=O)C(=O)N2Cc2ccc(OC)cc2)ccc1O (configuration not stated)
  nt	nt	-19%	-18%	?	nt	nt	-5%[76.3 µM]
[24] CCCCCCNC(=O)Cc1c(O)c2ccccc2[nH]c1=O
  0%	-2%[10 µM]	1%	-6%	4%	-11%	-4%	11%
[25] CCc1nnc(NC(=O)c2cc(=O)c3cc(C)ccc3o2)s1
  nt	nt	-7%	-11%	-13%	nt	nt	14%[76.3 µM]
[26] COc1ccc(N(C)C(=O)Cn2cnc3sc(C)c(S(=O)(=O)N4CCN(c5ncccn5)CC4)c3c2=O)cc1
  nt	nt	-11%	-2%	-1%	nt	nt	-12%[76.3 µM]
[27] CC(C)c1ccc(NC(=O)CSc2n[nH]c(=O)n2-c2ccc3c(c2)OCCO3)cc1
  5%	8%[10 µM]	11%	17%	-3%	5%	-10%	3%
[28] COCCCNC(=O)CC(=O)N/N=C\c1ccc(SC)cc1
  -9%	-31%[10 µM]	5%[2.34 µM]	10%	0%[2.34 µM]	-2%	10%	-6%
[29] CCC(C)NC(=O)CCSc1ccc(C)cc1 (configuration not stated)
  -1%	nt	-10%	-13%	8%	-17%	2%	4%
[30] CN1/C(=C\C(=O)c2cccnc2Cl)C(C)(C)c2ccccc21
  -23%	-7%[10 µM]	0%	-13%	-2%	-6%	?	1%

Copied from the listing, 3 compounds:
Below each SMILES: GLA spleen mod	HTT cytoprotect	Tau fluor counter	Tau ThT inhib	Tau fibril FP	GAA spleen mod	GAA inh	GAA glycogen mod
[28] COCCCNC(=O)CC(=O)N/N=C\c1ccc(SC)cc1
  -9%	-31%[10 µM]	5%[2.34 µM]	10%	0%[2.34 µM]	-2%	10%	-6%
[29] CCC(C)NC(=O)CCSc1ccc(C)cc1 (configuration not stated)
  -1%	nt	-10%	-13%	8%	-17%	2%	4%
[30] CN1/C(=C\C(=O)c2cccnc2Cl)C(C)(C)c2ccccc21
  -23%	-7%[10 µM]	0%	-13%	-2%	-6%	?	1%

By substructure, the compounds so far containing two or more sulfur atoms.
Below each SMILES: GLA spleen mod	HTT cytoprotect	Tau fluor counter	Tau ThT inhib	Tau fibril FP	GAA spleen mod	GAA inh	GAA glycogen mod
[13] CCOc1ncccc1C(=O)Nc1nc(SC)ns1
  3%	-39%[inhibitor]	-17%	-14%	-8%	-1%	6%	2%
[21] CSc1nc(SCC(=O)NCC2CCCO2)c2c3c(sc2n1)CN(C)CC3 (configuration not stated)
  3%	16%[10 µM]	-15%	nt	-11%	-9%	nt	14%
[26] COc1ccc(N(C)C(=O)Cn2cnc3sc(C)c(S(=O)(=O)N4CCN(c5ncccn5)CC4)c3c2=O)cc1
  nt	nt	-11%	-2%	-1%	nt	nt	-12%[76.3 µM]

The listing continues:
Below each SMILES: GLA spleen mod	HTT cytoprotect	Tau fluor counter	Tau ThT inhib	Tau fibril FP	GAA spleen mod	GAA inh	GAA glycogen mod
[31] CC(C)c1cccc(C(C)C)c1NC(=O)COC(=O)C1=COCCO1
  -5%	-25%	2%	-4%	-1%	1%	-7%	6%
[32] Cc1cc(C)c(S(=O)(=O)N2CCCOC2CNC(=O)C(=O)NCCc2c[nH]c3ccccc23)c(C)c1 (configuration not stated)
  2%	1%[10 µM]	13%	16%	-1%	2%	3%	0%
[33] O=Cc1c(Cl)nc2ccccn12
  1%	3%[10 µM]	-8%	-8%	2%	0%	3%	-1%
[34] Cc1onc(-c2ccccc2)c1C(=O)N1CCOC12CCN(c1cccc(F)n1)CC2
  -3%	-27%	-17%	-8%	-3%	-3%	?	-10%
[35] O=C(CSCc1cccc(Cl)c1)Nc1ccccc1-c1ccccc1
  -24%	5%[10 µM]	-10%	-14%	-10%	-4%	-8%	-7%
[36] CC1(C)CC(=O)C2=C(C1)N(c1ccc(F)cc1)C(=O)C2(O)C(F)(F)F (configuration not stated)
  8%	-3%	-5%	4%	-1%	-5%	-3%	-4%
[37] CCOc1cccc2c1OC1(C)CC2NC(=O)N1c1cccc(Cl)c1 (configuration not stated)
  -12%	-18%	-7%	-14%	-2%	-7%	2%	1%
[38] COc1cccc(CN2CCN(C3CSCCSC3)CC2CCO)c1 (configuration not stated)
  8%	-21%[10 µM]	4%	8%	5%	-3%	4%	-4%
[39] Cc1cc(C)c2c(CC(=O)NCc3ccco3)coc2c1
  0%	11%[10 µM]	2%	-8%	-10%	-3%	-9%	-5%
[40] CCN(C(=O)c1cc2cccc(OC)c2oc1=O)C1CCCCC1
  22%	12%[1.9 µM]	-8%	-8%	0%	-3%	-1%	0%
[41] CCOc1ccc(C2C(C#N)=C(N)Oc3cc(C)n(Cc4ccco4)c(=O)c32)cc1OC (configuration not stated)
  3%	-17%	8%	-7%	0%	3%	-3%	4%
[42] Cc1cc(=O)oc2cc(OCC(=O)NCc3ccccn3)ccc12
  5%	-12%	-9%	-10%	-7%	-7%	4%	-9%
[43] O=C(Nc1ccccn1)c1nc(-c2ccccc2)n(-c2ccccc2)n1
  10%	22%[10 µM]	2%	3%	2%	3%	2%	4%

Random excerpt: four entries already listed
Below each SMILES: GLA spleen mod	HTT cytoprotect	Tau fluor counter	Tau ThT inhib	Tau fibril FP	GAA spleen mod	GAA inh	GAA glycogen mod
[38] COc1cccc(CN2CCN(C3CSCCSC3)CC2CCO)c1 (configuration not stated)
  8%	-21%[10 µM]	4%	8%	5%	-3%	4%	-4%
[41] CCOc1ccc(C2C(C#N)=C(N)Oc3cc(C)n(Cc4ccco4)c(=O)c32)cc1OC (configuration not stated)
  3%	-17%	8%	-7%	0%	3%	-3%	4%
[42] Cc1cc(=O)oc2cc(OCC(=O)NCc3ccccn3)ccc12
  5%	-12%	-9%	-10%	-7%	-7%	4%	-9%
[33] O=Cc1c(Cl)nc2ccccn12
  1%	3%[10 µM]	-8%	-8%	2%	0%	3%	-1%

Compound activity: PubChem, National Center for Advancing Translational Sciences (NCATS)
